mHTT CaM bind = mutant huntingtin-calmodulin interaction inhibitors – biochemical, AlphaScreen, primary screen; P42858; AlphaScreen His-mHTT/GST-CaM binding, luminescence; inhibition, % at 15 µM; 190,000 tested, 3.6% active; AID 1671202, 2021;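 further: 0% = both proteins with DMSO and 100% = one protein alone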
Pf apPOL block = Pf-apPOL inhibitors, biochemical, fluorescence | Plasmodium falciparum apicoplast DNA polymerase (apPOL) | Recombinant Pf-apPOL, molecular beacon fluorescence, 1.5 h | inhibition, % at 10 µM | 210,000 tested, 0.25% active | AID 1794808, 2022
* = called active by the depositor; / = not tested or not shown; & = joins results of further samples. No stated cut-off is given here; in the data, active means inhibition above about 50%; inactive means the rest.

structure	mHTT CaM bind	Pf apPOL block
CCCCNC(=O)c1nn(-c2ccc(OC)cc2)c(=O)c2c1c1ccccc1n2C	-3	-6
CC(C)Sc1n[nH]c(=O)n1-c1ccc2c(c1)OCCO2	/	3&-7
O=C(CN1C(=O)/C(=C/c2ccc(C(F)(F)F)cc2)Sc2ccccc21)NCc1ccco1	20	1
O=c1[nH]c2ccc(N=Cc3cc([N+](=O)[O-])c(Cl)cc3Cl)cc2[nH]1	94*	0
COc1ccc(C2CCCN2C(=O)c2cc(C3CC3)on2)cc1 (stereo not drawn)	1	-1
Cc1cc(C)c(C#N)c(SCc2ccccc2Cl)n1	/	16
Cc1ccccc1N1CCN(Cc2sccc2C)CC1	-15	-1
COc1ccc(CN2C(=O)CCC2(C)C(=O)NCCC(C)C)cc1 (stereo not drawn)	-5	5
CCOC(=O)C(=O)NC1CCCC1	-3	1
COc1cc(OC)c(OC)cc1CN1CCc2nc(Nc3ccccc3F)ncc2C1	48	-3
O=C(c1cc2c(s1)CCC(C(=O)N1CCCCC1)C2)N1CCCCC1 (stereo not drawn)	-1	0
O=C(Nc1ccc(OCc2ccccc2)cc1)C1CCN(S(=O)(=O)c2ccc(F)cc2)CC1	-1	-4
CC(=O)OC[C@H](NC(=O)[C@H](Cc1c[nH]c2ccccc12)NC(=O)OC(C)(C)C)[C@@H]1O[C@H](N2C=CC(=O)NC(=O)N2)[C@@H](OC(C)=O)[C@H]1OC(C)=O	17	-4
Cc1ccc(N2C(=O)c3ccccc3NC2c2ccc(O)cc2)cc1 (stereo not drawn)	2	15
Cc1nc2sc(C(c3ccccc3F)N3CCN(c4ccc(F)cc4)CC3)c(O)n2n1 (stereo not drawn)	9	-6
O=c1oc2ccc([N+](=O)[O-])cc2cc1-c1csc(Nc2ccc(F)cc2)n1	1	-27
Cc1ccccc1OCC(=O)Nc1ncc(Cc2ccc(Br)cc2)s1	-10	3
CN(C)c1ccc(C(=O)Nc2ccccn2)cc1	18	4
Cc1nc2cc(NCc3ccc(N(C)C)cc3)ccc2n1C	31	-1
N#C/C(=C\c1ccc(O)cc1)c1nc(-c2ccc(Cl)c(Cl)c2)cs1	7	-6

Complete entries as entered above.
O=C(Nc1ccc(OCc2ccccc2)cc1)C1CCN(S(=O)(=O)c2ccc(F)cc2)CC1 across the screens: mHTT CaM bind = -1; Pf apPOL block = -4
O=C(CN1C(=O)/C(=C/c2ccc(C(F)(F)F)cc2)Sc2ccccc21)NCc1ccco1 across the screens: mHTT CaM bind = 20; Pf apPOL block = 1

Further structures.
structure	mHTT CaM bind	Pf apPOL block
COc1cccc(OC)c1C(=O)Nc1sc2c(c1C(N)=O)CCCC2	25	-6
CC(=O)N1CCc2cc(Br)cc(S(=O)(=O)N3CCN(c4ccccn4)CC3)c21	14	-3
CCOc1cc(C(=O)Nc2ccccc2-c2nc3ccccc3[nH]2)cc(OCC)c1OCC	-15	-1
CCc1ccc(NC(=O)CSc2nnc(-c3ccco3)n2C)cc1	4	1
Nc1nc(Oc2ccccc2F)c(Br)c(=O)[nH]1	2	0
COc1cc(OC)c(NC(=O)CNC(=O)Cn2cnc3sc(C)cc3c2=O)cc1Cl	-12	8
CC(CC(=O)ON=Cc1ccc(Cl)cc1)S(=O)(=O)c1ccc(Cl)cc1 (stereo not drawn)	/	34
CC(=O)c1ccc(/C=C/C(=O)O)o1	-5	/
O=C(O)CSCNC(=O)C12CC3CC(CC(C3)C1)C2	19	-4
O=C(NCCCN1CCCCC1)c1cc2n(n1)CCCN(Cc1ccccc1)C2=O	6	-1
O=C(c1ccc2ccccc2n1)N1CCCCC1c1nc(C2CC2)no1 (stereo not drawn)	-13	-3
N#CC(C#N)=C1NC2(CCCCC2)Cc2ccccc21	11	-2
COc1ccccc1C(=O)N1CCC(c2nc(C3CC3)n[nH]2)CC1	-12	5
O=C(c1cccc([N+](=O)[O-])c1)N1CCN(c2ncccn2)CC1	/	1&-3
CC1=C(C(=O)N2CCCCC2)C(c2cccs2)n2c(nc3ccccc32)N1 (stereo not drawn)	1	-7
Cc1ccc(CNC(=O)C2CCCN(S(=O)(=O)c3ccc(Br)s3)C2)cc1 (stereo not drawn)	-6	-4
Cc1cccc(NC(=O)Nc2ccc3c(c2)CCN3S(C)(=O)=O)c1C	-3	-6
CCc1nc2c(NC(=O)CC3CCCCC3)cccn2n1	0	-4
COc1ccc(NC(=O)N2CCc3c(c(COc4ccccc4)nn3C)C2)cc1F	26	-4
CCC1c2ccc(C)n2CCN1C(=O)NCc1ccccc1 (stereo not drawn)	2	0
CCCN(CCC)CCNC(=O)c1nc(-c2cccc(F)c2)n2c1CCCCC2	0	-5
O=C(NCCCO)NC1CCCCC1	1	-9
COc1ccc(S(=O)(=O)Oc2ccc3c(c2)OC(=Cc2ccco2)C3=O)cc1	-4	-4
CC(C)(C)n1ncc2c(=O)n(CC(=O)Nc3ccc(OC(F)(F)F)cc3)cnc21	1	-7
O=S(=O)(NCc1ccccc1)c1cc(Br)ccc1Br	-23	-4
CCc1ccc(S(=O)(=O)NCC(O)COc2ccc(OC)cc2)cc1 (stereo not drawn)	/	-8
N#CSCCCCOc1cccc(Cl)c1	-55	2
O=C(COc1ccccc1)Nc1ccc(-c2nc3ncccc3o2)cc1	3	7
Nc1cc(=O)[nH]c(SCC(=O)Nc2ccc(Cl)cc2)n1	2&-4	-5&-4
Cc1nc2ccccn2c1C(=O)Nc1ccc2c(c1)C(=O)Nc1ccccc1O2	38	9
Clc1ccc(-n2ncnc2-c2ccncc2)cc1	3	-6
Cc1scc2nc(C(=O)NCc3ccc(F)cc3)nc(N(C)C)c12	87*	-16
CCC1(O)C(=O)OCc2c1cc1n(c2=O)Cc2cc3cc(O)ccc3nc2-1 (stereo not drawn)	/	5
COc1ccc(-c2c(C#N)c(SCc3csc(C)n3)nc3c2C(=O)CC(C)(C)C3)cc1	24	-6
C=CCNC(=O)C1c2ccccc2C(=O)N(C2CC2)C1c1cccc(C)c1 (stereo not drawn)	0	5
COc1cc([N+](=O)[O-])ccc1NC(=O)c1cc2ccccc2o1	1&8	-1&-7
COc1ccc(-c2ncccc2CNC(=O)C2CCC2)cc1	0	-10
COc1cccc(C2=NOC(C(=O)Nc3c(C)n(C)n(-c4ccccc4)c3=O)C2)c1OC (stereo not drawn)	-2	-3
O=C(CSc1nnc(-c2ccco2)n1-c1ccccc1)Nc1ccccc1	14	4
CCc1onc(C)c1C1CCCN1Cc1ccc(OC)c(O)c1 (stereo not drawn)	-3	1
CCOc1ccc(CNC(=O)c2cc3cc4ccc(OC)cc4nc3o2)cc1	18	0
CCCc1cc(C(=O)N2CCCC2c2cc(C(C)C)on2)no1 (stereo not drawn)	-8	-1
COc1ccc(OCC2CN(C(=O)c3ccc(Cl)cc3)CCO2)cc1 (stereo not drawn)	-3	-1
O=C(Cc1ccccc1)Nc1c2c(nn1-c1ccc(Cl)cc1)CS(=O)(=O)C2	0	-4
O=C(c1ccccc1F)N1CCC2(C1)C(=O)Nc1ccccc12 (stereo not drawn)	0	0
O=C(Nc1c2c(nn1-c1ccc(F)cc1)CS(=O)(=O)C2)C12CC3CC(CC(C3)C1)C2	0	-2
O=C1N(Cc2c(F)cccc2Cl)c2ccccc2C12OCCCO2	-10	-6
CCOC(=O)C(=O)Nc1ccc2c(c1)N(C(=O)C(C)C)CCC2	-12	-3
Cc1cc(C)cc(NC(=O)Cn2ccc3c(C)nn(C)c3c2=O)c1	-4	1
O=C(Nc1nccn(-c2ccc(F)c(Cl)c2)c1=O)c1cccc(F)c1	2	-1
O=[N+]([O-])c1ccc2[nH]c(-c3ccccc3)cc2c1	22	-11
CN1Cc2c(N)cccc2C(c2ccccc2)C1 (stereo not drawn)	/	2
Cn1nc(NC(=O)C2CCN(S(C)(=O)=O)CC2)c2c1NC(=O)CC2c1cccs1 (stereo not drawn)	-18	-5
CCN1CCN(C(=O)Cn2cc(C)sc2=NC(=O)c2cccc(Cl)c2)CC1	13	0
Cc1nn(-c2ccccc2)c2c1C1=C(C(=O)CC(C)(C)C1)C(c1ccc(N(C)C)cc1)N2 (stereo not drawn)	/	-2&24
CC1=CN2C(=NC(=O)CC2(C)C(=O)N(C)Cc2ccccc2)C=C1 (stereo not drawn)	-3	-26
O=C(O)C=CC(=O)Nc1ccc2c(c1)OCO2	/	-8
CN(CCNC(=O)C1CCCN(c2cnn(C)c(=O)c2)C1)C1CCCCC1 (stereo not drawn)	6	-4
C=CCn1c(=O)c(C(=O)NCCCO)c(O)c2ccccc21	-4	-2
C#CCN1C(C(=O)OC)CN(CCCCCC)CCS1(=O)=O (stereo not drawn)	4	-3

Retrieved by compound from the entries so far, three records:
structure	mHTT CaM bind	Pf apPOL block
COc1ccc(OCC2CN(C(=O)c3ccc(Cl)cc3)CCO2)cc1 (stereo not drawn)	-3	-1
CCOC(=O)C(=O)Nc1ccc2c(c1)N(C(=O)C(C)C)CCC2	-12	-3
O=[N+]([O-])c1ccc2[nH]c(-c3ccccc3)cc2c1	22	-11

Additional compounds.
structure	mHTT CaM bind	Pf apPOL block
CCOc1cccc(C2Oc3ccccc3C3CC(c4cccs4)=NN32)c1O (stereo not drawn)	50*	-4
O=c1c2nc(-c3ccc4c(c3)OCO4)cn2ccn1-c1ccc(Cl)cc1	-8	0
CC(C)(C)c1cc(NC(=O)c2cc(F)c(F)c(F)c2F)no1	-4	-3
Cc1ccc(C)c(NC(=O)c2cccs2)c1	-7	-2
OC(c1ccccn1)C1CCN(Cc2ccc(F)cc2F)CC1 (stereo not drawn)	3	-9
COc1ccc(CNC(=O)c2ccc(Cn3cc([N+](=O)[O-])cn3)o2)cc1	0	-3
COCc1cc(=O)n2c(n1)N(CC1CC1)CC2	5	5
CCc1ccc(N2C=C(C#N)S(=O)(=O)c3cc(F)ccc32)cc1	-8	-1
COc1cc(C(=O)Nc2ccc3c(c2)ncn3-c2ccc(C)cc2)cc(OC)c1OC	53*	-3
COc1cccc(C(c2c(C)[nH][nH]c2=O)c2c(C)[nH][nH]c2=O)c1OC	3	3
CN1CCN(c2ccccc2C=C(C#N)S(C)(=O)=O)CC1	/	-7
C/C=C/Cn1c(SCC(O)CO)nc2c1c(=O)[nH]c(=O)n2C (stereo not drawn)	-1	-22
OCCSc1ccc(Cc2ccc(SCCO)cc2)cc1	1	-7
O=C(c1nn2c(C(F)(F)F)c3c(nc2c1Cl)-c1ccccc1CC3)N1CCOCC1	-2	-1
CCOc1ccccc1NC(=O)NCC(c1ccc(N(C)C)cc1)N1CCCC1 (stereo not drawn)	24	-4
CC1(C)CCc2cc3c(cc2O1)oc(=O)c1c2ccc(O)cc2oc31	/	0
CCc1ccc(CNC(=O)Cc2cn(C)c3ccccc23)cc1	21	1
CCc1nnc(-c2cccn2CC(=O)NC2CCCC2)o1	-6	-1
O=S(=O)(Nc1ccc(N2CCCCC2)cc1)c1cc(Cl)sc1Cl	/	5
COc1ccc(C(=O)Nc2ccc(S(=O)(=O)NC(C)(C)C)cc2)cc1[N+](=O)[O-]	10	0
Cc1cc(NC(=O)CN2C(=O)S/C(=C\c3ccc(Cl)cc3)C2=O)no1	1	-1
COc1cccc(NC(=O)CSc2nc3c(cc2C#N)C(=O)CC(C)(C)C3)c1	-7	7
Cc1ccc2c(c1)N(C(=O)Nc1ccc(F)cc1)CC(C)O2 (stereo not drawn)	1	-6
Cc1ccccc1C(=O)N1CCN(c2ccc3c(c2)OCO3)C(=O)C1C (stereo not drawn)	3	-6
Cc1ccc(NC(=O)COc2ccccc2Cl)cc1[N+](=O)[O-]	0	-2
Cc1ccccc1CNC(=O)c1nnc2ccc(-c3ccccc3)nn12	-2	-5
CCCCC1=C(C(=O)OCC)C(C(=O)OCC)Oc2ccccc21 (stereo not drawn)	-72	-6
CC(=O)C1(C)CC2(CC(C)(C)OC2=O)C(=O)O1 (stereo not drawn)	/	-10
Cn1cc(CC(=O)Nc2ccc(Oc3ccccc3)cc2)c2ccccc21	44	-2
CC(=O)Nc1ncc(Cc2cccc([N+](=O)[O-])c2)s1	-2	-3
Cc1ccc(CNC(=O)CCC2CCCN(C(=O)Nc3ccccc3)C2)o1 (stereo not drawn)	28	2
Cc1cc(C)cc(NC(=O)COc2cc(C)nc(N3CCCC(C)C3)n2)c1 (stereo not drawn)	-4	-2
O=C(CCC1CCN(c2cc(NC3CC3)ncn2)CC1)NCc1cnccn1	4	-3
O=C(C1CCN(Cc2ccccc2)CC1)N1CCCC1	-2	-2
Cc1noc(C)c1CCC(=O)Nc1cccc(-c2ccc3nncn3n2)c1	-11	1
Cc1cc(C(=O)N2CCN(c3ccc([N+](=O)[O-])cc3)CC2)no1	7	-1
CC(=O)Nc1ccc(N=Cc2ccc(Cl)c([N+](=O)[O-])c2)cc1	10	1
CCCC(=O)N1CCc2c(c(-c3nc(-c4ccccc4)no3)nn2C)C1	10	0
Nc1c(C(=O)Nc2ccc([N+](=O)[O-])cc2)sc2nc(-c3cccs3)cc(C(F)(F)F)c12	1	-7
Nc1nc(-c2ccccc2O)nc2c1c(=O)oc1ccccc12	-2	-4
Nc1c(C(=O)NCc2cccs2)nnn1-c1ccc2c(c1)OCCO2	5	-5

Taken from above.
In mHTT CaM bind, C=CCn1c(=O)c(C(=O)NCCCO)c(O)c2ccccc21 is listed with -4
In mHTT CaM bind, CCC1c2ccc(C)n2CCN1C(=O)NCc1ccccc1 (stereo not drawn) is listed with 2
In mHTT CaM bind, CCc1ccc(CNC(=O)Cc2cn(C)c3ccccc23)cc1 is listed with 21

Bioassay records deposited in PubChem by University of Kansas High Throughput Screening Laboratory.
